IL2 activator: IL-2 activation | activation, % (series mostly up to about 46 µM) | IL-2 activation reporter assay, cell-based qHTS; stimulated with anti-CD3/CD4/CD28 beads; in transgenic mouse T cells | hit rate 0.065% among 360,000 | AID 652025; in the data active means activation above about 50%; inconclusive means mostly about 30% to 49%; further: 0% is about no effect
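First, unstimulated transgenic mouse T cells were exposed to compound for 60 min. Next, anti-CD3/anti-CD4-coated beads with anti-CD28 were added. Finally, after 18 h at 37 degrees C, EGFP and DsRed were imaged.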
EPAC1 ag: activates human EPAC1 exchange factor | O95398 | EPAC1 agonist qHTS, biochemical assay; response scale: 100% = response to 6.5 mM cAMP | Potency, µM (top dose mostly 154 µM), for the others: at the highest dose activation, actives largely listed as activators | hit rate 0.073% among 360,000 | AID 720707; further: potency means the concentration at half of the fitted maximal effect; nearly all actives have a fitted effect of over 60% in size
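Read-out is the fluorescence drop as BODIPY-GDP leaves Rap1B (480 nm excitation, 540 nm emission), recorded every 5 minutes over 30 minutes. Reactions held 100 nM EPAC1, 250 nM Rap1B–BODIPY-GDP and 50 uM GDP, with 6.5 mM cAMP setting full activation.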
EPAC1 antag: EPAC1 (human) antagonism; EPAC1 GEF assay, Rap1b-BODIPY-GDP exchange fluorescence; O95398; Potency, µM (top dose mostly 115 µM), inactives show at the highest dose activity change, negative = inhibition, usual class: inhibitors; hit rate 0.14% among 360,000;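 further: potency means the concentration at half of the fitted maximal effect; plate controls were vehicle for no effect and positive control for full effect; nearly all actives have a fitted effect of over 50% in size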
WRN helicase inh: blocks human WRN helicase | WRN helicase unwinding, fluorescent forked duplex, kinetic | Potency, µM (titrated, usually from 114 µM), for inactives: top-dose activity change, negative = inhibition, hits mostly inhibitors | hit rate 0.46% among 360,000 | AID 651768; further: potency means the concentration at half of the fitted maximal effect; on the % scale 0 is the no-effect control and ±100 the full control effect; nearly all actives have a fitted effect of over 55% in size
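Primary qHTS, 1536-well format. 20 nM WRN + compound, 15 min RT; start with 100 nM forked fluorophore/quencher duplex, 2 mM ATP (final); kinetic read ex 525/em 598 nm.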
PI5P4Ka inh: blocks human PI5P4K alpha kinase activity; PI5P4Kalpha enzyme, ADP-Glo luminescence, 60 min; active compounds read low; P48426; hit rate 1.2% among 330,000; max response, %; AID 652105; active means max response of -50% or lower; inconclusive means between -30% and -50%; inactive means -30% or higher; further: value at the top dose of about 77 µM; on the % scale 0 is the no-effect control and ±100 the full control effect
Target sequence (P48426 whole entry, looked up): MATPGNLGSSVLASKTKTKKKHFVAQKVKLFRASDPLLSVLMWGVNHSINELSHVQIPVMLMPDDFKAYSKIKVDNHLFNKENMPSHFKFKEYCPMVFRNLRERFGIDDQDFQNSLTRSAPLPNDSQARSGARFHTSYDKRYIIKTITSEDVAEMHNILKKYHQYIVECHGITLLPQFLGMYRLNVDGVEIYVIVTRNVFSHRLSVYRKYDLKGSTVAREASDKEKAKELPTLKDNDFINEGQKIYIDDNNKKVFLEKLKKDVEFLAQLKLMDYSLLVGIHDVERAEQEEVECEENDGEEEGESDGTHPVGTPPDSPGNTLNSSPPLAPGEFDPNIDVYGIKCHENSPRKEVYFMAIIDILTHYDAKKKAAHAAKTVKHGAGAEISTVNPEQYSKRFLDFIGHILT
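Controls without substrate or without enzyme flank wells where PI5P4Kalpha converts substrate using 5 microM ATP (final). Incubation lasts 60 minutes at room temperature; ADP formed is read by ADP-Glo luminescence.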
PLK1 PBD block: PLK1 (human) polo-box domain binding inhibition; Plk1 PBD binding of FITC phosphopeptide, fluorescence polarization; Potency, µM, for inactives: max response, negative = inhibition, usual class: inhibitors; hit rate 2.8% among 360,000; further: potency means the concentration at half of the fitted maximal effect; series mostly up to about 57 µM; on the % scale 0 is the no-effect control and ±100 the full control effect; nearly all actives have a fitted effect of over 65% in size
Target sequence (P53350 whole entry, looked up, the tested form may be a part): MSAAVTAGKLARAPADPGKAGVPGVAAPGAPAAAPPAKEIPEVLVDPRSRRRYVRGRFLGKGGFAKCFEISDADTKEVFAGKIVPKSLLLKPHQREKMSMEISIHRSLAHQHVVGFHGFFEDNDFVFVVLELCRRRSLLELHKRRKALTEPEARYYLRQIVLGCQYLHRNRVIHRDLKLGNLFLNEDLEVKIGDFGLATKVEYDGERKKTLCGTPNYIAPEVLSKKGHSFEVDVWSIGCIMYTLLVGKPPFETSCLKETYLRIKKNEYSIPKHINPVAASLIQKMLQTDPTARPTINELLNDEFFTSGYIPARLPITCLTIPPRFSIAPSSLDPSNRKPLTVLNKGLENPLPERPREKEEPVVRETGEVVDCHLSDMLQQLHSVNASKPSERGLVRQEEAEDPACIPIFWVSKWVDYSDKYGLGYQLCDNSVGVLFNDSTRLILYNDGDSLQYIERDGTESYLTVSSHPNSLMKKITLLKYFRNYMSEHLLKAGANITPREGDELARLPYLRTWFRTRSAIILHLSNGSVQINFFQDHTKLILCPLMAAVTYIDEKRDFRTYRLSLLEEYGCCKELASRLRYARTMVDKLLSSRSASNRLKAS
FUS yeast rescue: suppressors of FUS proteinopathy in yeast; hit rate 0.24% among 390,000; AID 1347120; S. cerevisiae FUS-expressing, growth rescue, OD600, 24 h; Potency, µM (top dose mostly 76.6 µM), inactives show at the top dose growth rescue (activation), hits mostly activators;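 further: potency means the concentration at half of the fitted maximal effect; plate controls were DMSO vehicle for no effect and reference control for full effect; nearly all actives have a fitted effect of over 55% in size; some results filed as inactive show a strong effect at the top dose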
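Steps: raffinose overnight preculture; dilution to OD 0.005 in 2% galactose minimal medium; compound addition (concentration series); 24hr at 30C, 99% humidity; absorbance read at 600 nm.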
Abeta yeast res: restores growth of yeast expressing A-beta42 peptide; yeast expressing A-beta42, growth rescue, OD600, 48 h; response scale: 0% DMSO, 100% iron-clioquinol control; Potency, µM (highest dose often 46.1 µM), for inactives: at the top dose growth rescue, usual class: activators; hit rate 0.063% among 410,000; further: potency means the concentration at half of the fitted maximal effect; nearly all actives have a fitted effect of over 55% in size
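Yeast A-beta toxicity model in growth medium with pinned compounds, 48 h at 30 C; growth read as absorbance at 600 nm. Normalized to FeCl3/clioquinol equimolar mix (positive) and DMSO (negative).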
The depositor's hits bear a star; ? = inconclusive; nt = no result given; [ ] = remark or other dose. Unless noted, the call rests on the fitted dose curve; in most records, active means well fitted curve in the direction sought with a large enough effect; inconclusive means small, poorly fitted or top-dose-only effect, or another doubt; inactive means no such curve, though single readings can be large; an effect the other way counts as inactive or inconclusive.

mol | IL2 activator | EPAC1 ag | EPAC1 antag | WRN helicase inh | PI5P4Ka inh | PLK1 PBD block | FUS yeast rescue | Abeta yeast res
COc1ccccc1C(C)NC(=O)c1cc(=O)[nH]c2ccccc12 (stereo not drawn) | -1.7 | -7% | 2% | -3% | -9 | -7% | 22% | -17%
CCC(=O)NCCc1nc2ccccc2[nH]1 | 0.8 | 5% | 2% | -4% | nt | -6% | -10% | 2%
O=C(O)CNS(=O)(=O)c1ccc(Br)s1 | -3.3 | -1% | 1% | 9% | -1 | -15% | -13% | -39%[inhibitor]
COc1ccc(NC(=O)Cn2c(=O)n(-c3ccccc3)c(=O)c3sccc32)c(OC)c1 | 0.8 | 3% | 3% | -4% | 2 | -9% | 6% | 5%
Cc1ccc(O)c(NC(=S)NC(=O)c2ccccc2Cl)c1 | -3.5 | 2% | 5% | 4% | 5 | 4% | ? | 29%
O=C(COC(=O)CC1CC2CCC1C2)Nc1cc([N+](=O)[O-])ccc1F (stereo not drawn) | -2.2 | 10% | -15% | -19% | 4 | -15% | -4% | ?
N#C/C(=C/c1ccc(Cl)cc1)NC(=O)c1ccccc1 | 0.9 | -6% | -10% | -1% | -2 | -3% | 2% | 11%
COc1cccc(CN2C[C@]34C=C[C@@H](C[C@@H]3S2(=O)=O)O4)c1 | 0.7 | 12% | 0% | 2% | 0 | -9% | -14% | -7%
O=C1[C@H](Cc2ccccc2)NCCCC[C@@H](c2ccc(Cl)cc2)N1Cc1ccc(Cl)cc1 | -1.1 | -11% | -10% | -31% | 0 | -14% | 43% | -79%[inhibitor]
O=C(c1cc(Br)c(Br)s1)N1CCc2ccccc2C1 | 0.7 | 5% | -19% | 0% | 7 | -9% | 13% | -33%[inhibitor]
CCC(CC)NC(=O)c1ccc2nc[nH]c2c1 | -0.4 | -2% | -8% | -2% | 5 | -9% | -15% | 13%
COc1ccc(-c2nnc(SCC(=O)NCc3ccco3)n2C)cc1 | -2.2 | 3% | 4% | 1% | nt | -1% | 7% | 7%
Cc1ccsc1/C=N/NC(=O)c1nnn(-c2nonc2N)c1C(C)C | 0.1 | 5% | -15% | -8% | -2 | 1% | -14% | -2%
COC(=O)c1sccc1NC(=O)CSc1ccccc1NS(=O)(=O)c1ccccc1Cl | -2.3 | 13% | -7% | -18% | 4 | -25% | 35% | 10%
O=C(c1nc2ccccn2c1CNCCCn1cccn1)N1CCCC1 | 0.3 | -3% | -12% | -7% | 3 | -2% | -4% | 13%
CC(C)c1ccc(NC(=O)NC2(C(=O)NCc3cccnc3)CCCCC2)cc1 | -0.2 | 0% | -7% | -3% | -7 | 0% | 22% | -8%
COc1ccc(-c2cccc([C@H]3[C@@H]4C=CCC[C@@]4(C)C(=O)N3Cc3ccccc3)c2)cc1 | -0.6 | 13% | -1% | 4% | 4 | -14% | ? | 13%
Cc1ccc2c(c1)N(CC(=O)O)C(=O)CO2 | -2.1 | 0% | 13% | -2% | nt | 0% | 6% | 6%
O=C1CCC(C(=O)OC(C(=O)Nc2ccc([N+](=O)[O-])cc2Br)c2ccccc2)=NN1 (stereo not drawn) | -0.1 | 8% | -13% | -6% | -1 | -8% | 8% | 6%
CN1C(=O)/C(=C/c2ccc(OCc3ccc(C(=O)O)cc3)c(Cl)c2)NC1=S | -0.1 | -6% | -20% | ? | -20 | -21% | 10% | -11%
O=C(NCc1ccc(Cl)cc1Cl)C(=O)N1CCCCC1 | -2.9 | 7% | 14% | 6% | -5 | -12% | 16% | 10%
Nc1nc(CSc2nc3ccccc3s2)nc(N2CCCCC2)n1 | 1.1 | 0% | 0% | 7% | 11 | -7% | 6% | 17%
COC(=O)c1scc(C#N)c1N/N=C(\C#N)S(=O)(=O)c1ccc(Cl)cc1 | -4.9 | -4% | -16% | -9% | 0 | -10% | 7% | -15%
c1ccc(-c2nnc3n2N=C(c2ccc4c(c2)OCO4)CS3)nc1 | 0.0 | 0% | 1% | -22% | -1 | -5% | nt | 18%
COc1ccc(/C(O)=C2/C(=O)C(=O)N(c3ncccn3)C2c2ccc(F)cc2)cc1 (stereo not drawn) | 0.6 | -4% | 2% | -3% | 1 | -6% | 12% | -4%

One compound at a time, as listed above.
Record of COc1ccc(/C(O)=C2/C(=O)C(=O)N(c3ncccn3)C2c2ccc(F)cc2)cc1 (stereo not drawn) = IL2 activator = 0.6; EPAC1 ag = -4%; EPAC1 antag = 2%; WRN helicase inh = -3%; PI5P4Ka inh = 1; PLK1 PBD block = -6%; FUS yeast rescue = 12%; Abeta yeast res = -4%
Record of O=C1[C@H](Cc2ccccc2)NCCCC[C@@H](c2ccc(Cl)cc2)N1Cc1ccc(Cl)cc1 = IL2 activator = -1.1; EPAC1 ag = -11%; EPAC1 antag = -10%; WRN helicase inh = -31%; PI5P4Ka inh = 0; PLK1 PBD block = -14%; FUS yeast rescue = 43%; Abeta yeast res = -79%[inhibitor]

Returning to the listing, starting four compounds before the break.
mol | IL2 activator | EPAC1 ag | EPAC1 antag | WRN helicase inh | PI5P4Ka inh | PLK1 PBD block | FUS yeast rescue | Abeta yeast res
Nc1nc(CSc2nc3ccccc3s2)nc(N2CCCCC2)n1 | 1.1 | 0% | 0% | 7% | 11 | -7% | 6% | 17%
COC(=O)c1scc(C#N)c1N/N=C(\C#N)S(=O)(=O)c1ccc(Cl)cc1 | -4.9 | -4% | -16% | -9% | 0 | -10% | 7% | -15%
c1ccc(-c2nnc3n2N=C(c2ccc4c(c2)OCO4)CS3)nc1 | 0.0 | 0% | 1% | -22% | -1 | -5% | nt | 18%
COc1ccc(/C(O)=C2/C(=O)C(=O)N(c3ncccn3)C2c2ccc(F)cc2)cc1 (stereo not drawn) | 0.6 | -4% | 2% | -3% | 1 | -6% | 12% | -4%
O=C(NNC(=O)C1CCC1)c1ccc(F)cc1 | -1.4 | -10% | 2% | 10% | -2 | 1% | -58% | -5%
COc1cc(-n2c(C)nc3cc(C(=O)NCC4CCCO4)ccc32)cc(OC)c1OC (stereo not drawn) | -0.2 | 14% | 10% | 6% | 2 | -25% | 10% | 10%
CCN1CCN(C(=O)C2CCN(Cc3nc(-c4cccc(Cl)c4)oc3C)CC2)CC1 | -3.0 | 2% | -6% | -9% | -6 | -12% | -12% | -13%
CCCCN(C=O)c1c(CC)nc2ccc(C(=O)N3CCN(c4ccccc4)CC3)cn12 | 1.3 | 7% | -3% | -4% | -1 | 2% | 2% | -2%
Cc1cc(OCc2ccccc2)ccc1/C(O)=C1/C(=O)C(=O)N(Cc2cccnc2)C1c1ccncc1 (stereo not drawn) | -3.1 | -4% | -7% | -4% | -2 | 1% | 23% | -10%
CCOc1ccccc1CNC(=O)C1CCN(S(=O)(=O)N2CCC(C)CC2)CC1 | -0.2 | 13% | 8% | 7% | -1 | -1% | 1% | -4%
CN=C1SC(CC(=O)Nc2sc3c(c2C#N)CCCC3)C(=O)N1C (stereo not drawn) | -0.5 | -6% | -5% | 8% | -1 | -8% | -9% | 15%
Cc1ccc(N=Cc2sc(O)c3ccccc23)c(C)c1 | 0.1 | 5% | -9% | 4% | 0 | 65%[activator] | 18% | 25%
COC(=O)Cn1ncc2c(C)n(Cc3ccccc3)c(C)c2c1=O | -2.9 | 8% | 17% | 2% | 0 | -5% | -12% | -3%
CCOC(=O)c1cnn(-c2ccccc2)c1-n1cccc1C(=O)C(=O)Nc1ccccc1 | 2.3 | 11% | -14% | -16%[57.1 µM] | -1 | 0% | 14% | 27%
C=CCNC(=O)c1ccc2c3n(nc2c1)-c1ccccc1CO3 | 0.1 | -14% | -5% | 8% | -20 | 2% | -26% | -30%[inhibitor]
CC1(Br)C2CCCC1C2S(=O)(=O)c1ccccc1 (stereo not drawn) | 0.3 | 6% | -11% | -11% | 1 | -4% | -16% | ?
CN(CC(=O)Nc1ccc(Cl)cc1)C(=O)c1ccc(COc2ccccc2)cc1 | 0.2 | -8% | 2% | -3% | 5 | -6% | nt | -12%
CCn1c(-c2sc(-c3ccccc3)nc2C)n[nH]c1=S | -0.6 | -4% | -9% | -6% | 1 | -22% | 5% | 10%
Cc1ccc(S(=O)(=O)CCC(=O)Nc2nc3c(s2)CCCC3)cc1 | -0.6 | 3% | 10% | 3% | 8 | -12% | -3% | 10%
COc1cccc(Oc2ccc(C(F)(F)F)cc2N)c1 | -2.3 | 2% | -20% | -17% | 12 | 0% | 6% | ?
CN(C)CCN(C(=O)CCS(=O)(=O)c1ccccc1)c1nc2c(F)cccc2s1 | -3.4 | 5% | -5% | 4% | -7 | ? | 22% | 6%
COC(=O)NNC(=O)C(C)Oc1ccc(Cl)cc1Cl (stereo not drawn) | 0.8 | 1% | 8% | 3% | nt | -1% | -2% | 3%
Cc1ccc(C(=O)OCc2nc3ccccc3s2)o1 | 0.0 | -2% | -11% | -8% | 5 | 3% | -2% | 21%
CC(C)(C)Cc1nnc(NC(=O)CCc2ccccc2)s1 | 0.2 | -5% | 5% | 3% | -8 | ? | -2% | -11%
COc1ccc(-c2cc(C(=O)Nc3cccc(C(C)=O)c3)no2)cc1 | -1.6 | 0% | 15% | -1% | nt | 2% | -3% | 24%
CC1=Nc2ccccc2/C1=C/c1sc(=N)n(-c2nccs2)c1O | -0.2 | 6% | ? | ? | -70* | -24% | 23% | -4%
COCCCNc1nc2nonc2nc1N1CCN(Cc2cccc(C)c2)CC1 | -1.5 | 4% | ? | -8%[57.1 µM] | 4 | -8% | 3% | 9%
CCN(CC)C(=O)CSc1nc(OC)cc(=O)[nH]1 | -1.3 | 9% | -2% | -3% | 2 | -3% | -3% | -11%
O=C(Oc1ccccc1N1C(=O)CCC1=O)c1ccco1 | -0.5 | -1% | -4% | -4% | 3 | ? | -2% | 0%
CN(C)CCNC=C(C(=O)Nc1ccc(Cl)cc1Cl)C(=O)Nc1ccc(Cl)cc1Cl | -0.9 | -2% | -2% | -22% | 21 | -4% | nt | -27%

2 entries from above, field by field:
structure: CC(C)(C)Cc1nnc(NC(=O)CCc2ccccc2)s1
  IL2 activator: 0.2; EPAC1 ag: -5%; EPAC1 antag: 5%; WRN helicase inh: 3%; PI5P4Ka inh: -8; PLK1 PBD block: ?; FUS yeast rescue: -2%; Abeta yeast res: -11%

structure: COc1ccc(-c2cc(C(=O)Nc3cccc(C(C)=O)c3)no2)cc1
  IL2 activator: -1.6; EPAC1 ag: 0%; EPAC1 antag: 15%; WRN helicase inh: -1%; PI5P4Ka inh: nt; PLK1 PBD block: 2%; FUS yeast rescue: -3%; Abeta yeast res: 24%

Compound activity (PubChem BioAssay)

Rows are unselected (roughly 4.1% active in at least one column).
